# NLRP3 yeast inh: inhibitors of NALP3 inflammasome in yeast. hit rate 0.39% among 330,000. Yeast reconstituted NLRP3/ASC/caspase-1, beta-gal luminescence, 24 h. inhibition, % at 10 µM;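 active means inhibition of 50% or more; inactive means inhibition below 50%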;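 further: plate controls were induced DMSO wells for no effect and uninduced yeast grown without galactose for full effect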
# tim23-1 inh: tim23-1 yeast growth inhibition. S. cerevisiae tim23-1 growth, BacTiter-Glo luminescence, 24 h. inhibition, % at 20 µM. hit rate 1.3% among 330,000. AID 463212;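 active means growth inhibition of the mutant yeast at or above 50%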;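 further: temperature-sensitive mutant grown at 25 °C; plate controls were DMSO-treated mutant yeast for no effect and medium wells lacking yeast for full effect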
# CHOP UPR activ: apoptotic UPR (CHOP) activation. CHO-CHOP luciferase reporter, luminescence; percent of tunicamycin response over DMSO baseline. AID 449763. activation, % at 10 µM. hit rate 0.34% among 330,000;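 active means at 10 µM dose, activation of 40% or more, normalized to positive control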;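 further: 100% = tunicamycin at 10 µg/mL and 0% = DMSO alone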
#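 Test system: CHO-CHOP cells, stable luciferase reporter of PERK-eIF2a-CHOP signalling | Quantity: 500 CHO-CHOP cells per well | Buffer or medium: F12 plus 10% serum | Compound dosing: 10 µM single point, 0.5% DMSO | Schedule: 6 h compound treatment, 37 °C | Signal: Luciferase luminescence | Control set: Tunicamycin high control, DMSO low control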
# Mdm2 MdmX PPI: human Mdm2/MdmX binding inhibition | SaOS-2 split-luciferase Mdm2/MdmX complementation, luminescence | inhibition, % at 8 µM | hit rate 3% among 330,000 | AID 485346;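 active means inhibition of at least 50% at 8 µM in the primary screen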
# Target sequence (O15151 whole entry, looked up): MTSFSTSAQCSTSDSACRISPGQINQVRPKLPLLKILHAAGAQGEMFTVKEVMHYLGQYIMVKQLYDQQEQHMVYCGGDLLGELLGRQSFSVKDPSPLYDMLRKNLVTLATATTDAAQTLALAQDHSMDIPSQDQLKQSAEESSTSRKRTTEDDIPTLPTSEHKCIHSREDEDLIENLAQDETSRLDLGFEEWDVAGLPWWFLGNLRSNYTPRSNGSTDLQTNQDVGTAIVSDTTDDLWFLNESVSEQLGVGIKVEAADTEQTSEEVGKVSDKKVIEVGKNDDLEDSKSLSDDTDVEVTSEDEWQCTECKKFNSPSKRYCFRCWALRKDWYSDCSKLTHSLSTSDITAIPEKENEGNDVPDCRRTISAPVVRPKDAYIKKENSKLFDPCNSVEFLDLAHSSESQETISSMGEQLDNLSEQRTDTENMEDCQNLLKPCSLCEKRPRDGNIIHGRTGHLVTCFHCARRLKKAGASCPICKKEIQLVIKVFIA
# Target sequence (Q00987 whole entry, looked up): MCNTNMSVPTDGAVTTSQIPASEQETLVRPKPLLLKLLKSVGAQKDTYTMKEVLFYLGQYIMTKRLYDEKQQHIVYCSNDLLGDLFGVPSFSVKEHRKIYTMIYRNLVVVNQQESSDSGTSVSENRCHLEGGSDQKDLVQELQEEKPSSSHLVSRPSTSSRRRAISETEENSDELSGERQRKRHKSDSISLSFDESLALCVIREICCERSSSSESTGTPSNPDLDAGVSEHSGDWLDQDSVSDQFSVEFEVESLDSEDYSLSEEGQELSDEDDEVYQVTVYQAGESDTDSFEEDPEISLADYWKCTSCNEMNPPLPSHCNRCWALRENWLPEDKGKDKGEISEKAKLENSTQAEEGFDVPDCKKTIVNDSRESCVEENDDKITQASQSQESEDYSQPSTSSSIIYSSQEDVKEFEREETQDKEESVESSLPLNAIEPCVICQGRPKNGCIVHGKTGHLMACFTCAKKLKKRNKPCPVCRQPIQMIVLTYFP
# APJ ag: activates the human apelin receptor APJ | activation, % at 20 µM | CHO-K1 APJ PathHunter beta-arrestin, luminescence; 0% DMSO wells, 100% apelin | AID 2520 | P35414 | hit rate 0.11% among 330,000;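 active means activation more than six SD over the plate average, tested at 20 µM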;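 further: 0% = DMSO alone and 100% = apelin-13 at 10 nM; some results filed as inactive read as strong as hits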
#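 Material: engineered CHO-K1 APJ arrestin reporter cells; amount: 1000 CHO-K1 reporter cells seeded per well; incubation: compound stimulation 90 min at 25 °C, detection 60 min; signal: luminescent beta-gal fragment complementation, chemiluminescent substrate; read-out basis: APJ agonist activity; controls: DMSO-only wells as negative, 10 nM Apelin-13 as positive control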
# TIM10 inh: growth inhibitors of TIM10 yeast strain; S. cerevisiae TIM10 strain growth, BacTiter-Glo luminescence, 24 h; inhibition, % at 10 µM; hit rate 1.4% among 330,000; AID 463195;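 active means inhibition of 40% or more at the single tested concentration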;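 further: wild-type TIM10 isogenic control strain grown at permissive 25 °C; 0% = DMSO yeast wells and 100% = minimal medium wells without yeast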
# tim10-1 inh: growth inhibitors of tim10-1 mutant yeast; S. cerevisiae tim10-1 ts strain growth, BacTiter-Glo, 24 h; inhibition, % at 20 µM; hit rate 2.2% among 330,000; AID 463190;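 active means inhibition of at least 40%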;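 further: mutant grown at 25 °C; 0% = DMSO wells with yeast and 100% = wells holding no yeast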
# XBP1 UPR activ: adaptive UPR (XBP1) activation; AID 463104; CHO-XBP1 luciferase reporter, IRE1-XBP1 UPR activation, luminescence; percent of tunicamycin response, DMSO as zero; activation, % at 20 µM; hit rate 0.33% among 330,000;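 active means versus positive control, 20 µM dose yields 30% or more activation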;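 further: 100% = tunicamycin at 10 µg/mL and 0% = DMSO only wells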
#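 Material – CHO cell line with stable XBP1 luciferase reporter · Buffer or medium – F12 plus 10% FBS · Compound – single point, 20 µM final compound, 1% DMSO · Schedule – 16-18 h cell attachment at 37 °C, then 6 h compound exposure · Signal – Steady-Glo luminescence read · Benchmarks – high control tunicamycin 10 µg/mL final, low control DMSO vehicle only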
# NR3A LBD binder: NR3A (human) ligand-binding domain modulation | NR3A LBD differential scanning fluorimetry, Tm shift; 0% = protein alone, 100% = glycine-bound protein | Tm shift relative to glycine control, % at 25 µM | hit rate 2.5% among 340,000 | AID 1259313;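 active means melting temperature shift of at least 10% of the positive control shift, at one fixed dose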
# * hit, by the source's call. Not a hit list (roughly 8.2% active in at least one column).
SMILES,NLRP3 yeast inh,tim23-1 inh,CHOP UPR activ,Mdm2 MdmX PPI,APJ ag,TIM10 inh,tim10-1 inh,XBP1 UPR activ,NR3A LBD binder
CN(c1ccc(OCC(=O)OCC(=O)c2c(N)n(C)c(=O)n(C)c2=O)cc1)S(=O)(=O)c1ccc2ccccc2c1,9,13,-0.5,10,6,15,9,-1,-1
NNC(=O)c1ccc(CN2C(=O)c3cccc4cccc2c34)cc1,22,18,-1.0,7,-1,14,23,2,-1
CCOC(=O)[C@H]1[C@H]2COc3ccc(Br)cc3[C@H]2N2C(=O)CNC(=O)[C@@]12C,7,20,0.8,-15,-1,1,11,-1,-2
c1ccc(Cn2ccnc2-c2ccco2)cc1,-15,5,2.4,-43,0,8,27,4,1
CCN(Cc1ccccc1)C(=O)c1cccnc1,20,12,-0.6,20,0,-1,8,0,1
Cc1c(CN(C)C)c2c(n1Cc1ccccc1)C(=O)c1ccc(Br)cc1-2,40,14,1.6,77*,-5,27,28,3,0
NNC(=O)c1ccccc1OCCOc1ccccc1,8,4,3.1,25,-1,22,-101,-1,-2
CCCCNC(=O)C(=O)NCc1ccncc1,15,9,0.6,28,4,-1,2,-4,-1
COc1c(/C=N/Nc2nc(N3CCCCC3)nc(N3CCCCC3)n2)cccc1[N+](=O)[O-],16,14,-0.1,15,-4,8,21,-4,-2
COc1cccc(/C=C/c2nc(S(=O)(=O)c3ccccc3)c(N(C)C)o2)c1,13,38,2.5,34,-4,7,27,-2,-3
CCCC(=O)NC(c1ccccc1OC)c1ccc2cccnc2c1O (centres undefined),-6,27,1.4,77*,-3,-21,18,6,-9
O=C(NCCN1CCOCC1)c1cc(-c2ccccc2Cl)on1,11,4,3.4,24,-3,8,-12,-3,0
CSC1=N/C(=C/c2cccnc2)C(=O)N1Cc1ccccc1,1,39,-2.3,0,-6,-1,0,1,-4
Cc1ccccc1-c1nn(-c2ccc(F)cc2F)cc1CNC1CC1,19,24,0.2,-27,-5,14,22,1,2
O=C(NCCc1c[nH]c2ccccc12)/C(=C\c1cccnc1)NC(=O)c1ccco1,4,18,-0.2,-17,0,5,6,-2,1
CN(C)S(=O)(=O)c1ccc(Cl)c(NC(=O)CN2C(=O)NC3(CCCC3)C2=O)c1,-1,-10,1.0,1,-3,11,-21,2,1
Cc1cnc(C(=O)NCCc2ccc(C(F)(F)F)cc2)cn1,18,36,1.2,11,6,1,-7,-5,3
COc1ccc(NC(=O)N(C)C[C@H]2Oc3ccc(NS(=O)(=O)c4c(C)noc4C)cc3C(=O)N([C@H](C)CO)C[C@@H]2C)cc1,14,14,0.4,3,-2,-4,2,-1,-1
CC1CN(C(=O)c2ccc3c(c2)OCO3)OC(c2ccccc2)O1 (centres undefined),38,1,-0.3,3,-3,-29,-31,-1,1
O=[N+]([O-])c1ccc(Nc2ccc(Cl)cc2)nc1,-14,42,0.8,-12,-2,11,59*,2,11*
CC(C)c1ccc(N2C(=O)CC(Sc3nc4ccccc4o3)C2=O)cc1 (centres undefined),33,30,199*,100*,0,53*,52*,-6,-5
CCCCCCCN(C(=O)CCl)c1ccccc1C,-33,32,6.3,50,-1,1,36,1,-5
CC(C)C[C@H]1COCCS(=O)(=O)N1Cc1ccccc1F,12,18,-0.7,14,9,11,23,0,-2
COc1cccc(NC(=O)c2cncs2)c1,3,21,0.6,0,1,-14,30,4,-3
Cc1cc(Cl)ccc1OCc1nnc(-c2ccccc2C)o1,15,6,6.4,-75,-3,-1,3,9,4

# NR3A LBD binder, hit marks shown above.
SMILES,NLRP3 yeast inh,Mdm2 MdmX PPI,XBP1 UPR activ,NR3A LBD binder
O=[N+]([O-])c1ccc(Nc2ccc(Cl)cc2)nc1,-14,-12,2,11*

# (more compounds)
SMILES,NLRP3 yeast inh,tim23-1 inh,CHOP UPR activ,Mdm2 MdmX PPI,APJ ag,TIM10 inh,tim10-1 inh,XBP1 UPR activ,NR3A LBD binder
Cc1ccc(O)c(NC(=S)NC(=O)/C=C/c2ccco2)c1,32,-6,5.6,39,-2,-7,-19,1,-10
Cc1c(C(=O)NCc2cccnc2)oc2ccc(S(=O)(=O)N3CCCCC3)cc12,8,24,-1.3,25,-2,20,13,-2,0
CCC1(C)Cc2c(sc3c2c(=O)n(C)c2nnc(SCC(=O)c4ccccc4)n32)CO1 (centres undefined),0,10,-2.2,3,-1,8,5,3,1
CCN(CC)C(=O)c1ccc(-c2nnc(Nc3ccc(C(=O)N(C)C)cc3)c3ccccc23)cc1,5,14,2.9,-4,1,4,14,-6,-2
O=C(CNC(=S)NC(=O)c1ccc(Br)o1)c1ccccc1,19,9,5.2,23,4,4,7,2,4
Cc1ccc(CNC(=O)c2cc(C3CC3)nc3c2cnn3C(C)C)cc1,7,25,0.9,-1,-1,8,14,1,-11
CCOC(=O)CC(=O)N/N=C/c1c(N)n(C)c(=O)n(C)c1=O,-1,-1,-0.5,3,-3,13,3,-2,-2
COc1ccc(N2CCN(C(c3cccs3)c3nnnn3C3CCCC3)CC2)cc1 (centres undefined),2,32,0.0,10,-4,32,31,2,0
C=CCSc1nccc(=O)[nH]1,-2,8,2.6,-16,-4,3,19,-4,-4
CCN(CC)CCCNC(=O)c1[nH]c2ccccc2c1Sc1ccc(Cl)cc1,3,39,0.3,11,-1,15,31,1,-5
CN(C)/C=C(/C(=O)c1ccc(Cl)cc1)S(=O)(=O)c1ccccc1,13,24,2.7,-24,-2,16,19,9,-2
CCOc1ccccc1C(=O)Nc1cc2c(cc1N1CCCC1)n(CC)c(=O)n2CC,23,57*,2.5,29,-3,10,48*,1,-8
COc1cc(OC)c(OC)cc1CN1CCN(C(=O)c2cccc3ccccc23)CC1,17,21,0.2,13,-2,4,4,-6,-1
CC1=C(C(=O)OCC2CCCO2)C(c2coc3ccccc3c2=O)C2=C(CCCC2=O)N1 (centres undefined),12,9,-3.1,7,-2,11,-5,1,-5
CC(C)=N/N=C(\N)SCc1ccccc1,8,14,-1.2,4,-5,-7,3,-1,2
COc1cccc2c1cc1c(=O)n(CC(=O)NCCCc3ccccc3)nc(C)n12,4,-6,1.6,23,-2,-14,4,-3,0
O=C1CC(c2ccco2)Cc2nc(NCC3CCCO3)ncc21 (centres undefined),16,-3,-0.8,21,-3,-10,0,-2,3
Cc1nc(CS(=O)c2ccc(Cl)cc2)cc(N2CCOCC2)n1 (centres undefined),22,13,1.2,25,-4,-3,9,1,-2
O=C(N/N=C/c1ccc(-c2cccc(C(F)(F)F)c2)o1)c1cccc(F)c1,-15,27,0.0,42,2,45*,5,0,11*
CC(=O)NCCSc1ccc(S(=O)(=O)N2CCCC2)cn1,6,-10,-2.6,21,-3,0,-6,-4,1
CN(C)NC1CCS(=O)(=O)C1 (centres undefined),2,-3,-2.3,-31,3,-9,-18,-5,-2
CCNc1nc(NCC)nc(C(=O)Nc2ccccc2)n1,11,1,-0.3,18,-4,25,-1,-6,-4
Cc1nc2nc(SCC(=O)NCCN3CCOCC3)nn2c(C)c1Cc1ccccc1,2,8,0.8,8,1,3,9,-1,1
Nc1nnc(CCS(=O)(=O)c2ccc(Cl)cc2)s1,4,10,0.3,0,3,12,10,2,-1
Cc1nc2ccc(NC(=O)c3cccc(C(F)(F)F)c3)cc2o1,19,32,0.0,-15,2,-4,6,1,-4

# Part of the list above, showing only Mdm2 MdmX PPI.
compound | Mdm2 MdmX PPI
CC(C)=N/N=C(\N)SCc1ccccc1 | 4
CSC1=N/C(=C/c2cccnc2)C(=O)N1Cc1ccccc1 | 0

# Continued:
SMILES,NLRP3 yeast inh,tim23-1 inh,CHOP UPR activ,Mdm2 MdmX PPI,APJ ag,TIM10 inh,tim10-1 inh,XBP1 UPR activ,NR3A LBD binder
CCCCCc1cc(=O)oc2c(C(CCN(CC)CC)c3cc(OC)c(OC)c(OC)c3)c(OC)cc(OC)c12 (centres undefined),15,10,3.4,100*,-2,14,19,3,-5
O=C(O)[C@@H]1CCCN1C(=O)COc1ccc2c3c(c(=O)oc2c1)CCC3,16,8,1.3,7,-4,-7,-3,-4,0
O=C(N/N=C/C1CC=CCC1)c1cc(-c2cccnc2)nc2ccccc12 (centres undefined),2,19,0.3,0,-2,2,12,-1,3
COc1ccc(-n2nc(C(=O)NCC(=O)N3CCC(C)CC3)c3ccccc3c2=O)c(OC)c1,14,25,2.4,5,0,6,11,-6,-2
CC(C)(C)c1ccc(-c2nnc(NC(=O)c3ccccc3)s2)cc1,5,-16,6.3,13,-2,-1,-2,1,-5
CC(=O)NC(NC(=S)N1CCCCCC1)C(Cl)(Cl)Cl (centres undefined),-2,16,0.1,12,-4,-5,10,-1,-1
O=C(CSc1nnc(-c2ccccc2Br)o1)N1CCN(C(=O)c2ccco2)CC1,23,10,-0.3,9,3,-6,1,-4,-1
Clc1ccc2c(N/N=C/c3cccnc3)ccnc2c1,25,40,-0.3,5,8,71*,51*,2,-5
CC(C)CC(=O)CC1(O)C(=O)Nc2ccccc21 (centres undefined),13,3,-2.5,-11,-3,3,7,-2,4
CCOC(=O)CNC(=O)C1c2ccccc2Oc2ccccc21,19,13,0.7,16,-1,-9,-3,-1,2
CS(=O)(=O)N1CCC(C(=O)Nc2ccc(F)cc2F)CC1,4,-2,-0.6,-1,0,2,1,0,2
CCN(CC)CCNC(=O)Cn1cnc2sc(C)c(S(=O)(=O)N3CC(C)CC(C)C3)c2c1=O (centres undefined),11,-5,0.6,12,-2,-10,-1,1,1
CN(Cc1nc(CC2CC2)no1)CC12CC3CC(CC(C3)C1)C2,7,4,1.2,12,-5,-2,6,3,2
COc1ccc(NC(=O)c2ccc3c(c2)CCN3S(=O)(=O)c2ccccc2)cc1,12,39,2.9,29,1,23,40,-6,-7
Cc1ccc(C(=O)Oc2cc(N)n(S(=O)(=O)c3ccc(F)cc3)n2)cc1,10,52*,-0.9,-15,-1,45*,49*,-3,1
CC(C)OC(=O)CSc1nnc(Cc2ccccc2)n1CC1CCCO1 (centres undefined),3,19,1.0,-3,-1,-16,7,-2,-1
Cc1cc(C)c(OCCN2C(=O)NC(C)(C)C2=O)c(Cl)c1,2,9,0.2,4,-3,15,25,0,0
COc1ccc(S(=O)(=O)N(C)c2ccc(C(=O)NCc3ccco3)cc2)cc1,14,25,1.0,28,-3,3,16,-4,1
COc1ccc(NC(=O)C2CCCN2S(=O)(=O)c2ccc3c(c2)CCC(=O)N3)cc1 (centres undefined),17,-2,-1.2,0,-5,-5,-6,1,0
COc1ccccc1CC(=O)NNC(=O)c1cccs1,9,-5,1.7,23,-4,16,3,-5,0
O=C(OCCN1C(=O)c2ccccc2C1=O)Oc1ccccc1,18,-4,3.1,9,-2,4,2,-2,0
C#CCn1c(S(=O)(=O)Cc2ccccc2Cl)nc(-c2ccccc2)c1-c1ccccc1,8,12,0.8,73*,-6,17,9,-3,-1

# Screens (PubChem BioAssay)
